Screens: PubChem, National Center for Advancing Translational Sciences (NCATS)
L3MBTL1 block: inhibitors of human L3MBTL1 | AID 485360 | actives 0.66% (n = 230,000) | Q9Y468 | AlphaScreen L3MBTL1–H3K9me1 peptide binding | Potency, µM (highest dose often 57.1 µM), without a hit: at the top dose activity, negative = inhibition, actives largely listed as inhibitors; active means well fitted inhibition curve with a large enough effect; further: nearly all actives have a fitted effect of over 60% in size
Target sequence (Q9Y468 whole entry, looked up): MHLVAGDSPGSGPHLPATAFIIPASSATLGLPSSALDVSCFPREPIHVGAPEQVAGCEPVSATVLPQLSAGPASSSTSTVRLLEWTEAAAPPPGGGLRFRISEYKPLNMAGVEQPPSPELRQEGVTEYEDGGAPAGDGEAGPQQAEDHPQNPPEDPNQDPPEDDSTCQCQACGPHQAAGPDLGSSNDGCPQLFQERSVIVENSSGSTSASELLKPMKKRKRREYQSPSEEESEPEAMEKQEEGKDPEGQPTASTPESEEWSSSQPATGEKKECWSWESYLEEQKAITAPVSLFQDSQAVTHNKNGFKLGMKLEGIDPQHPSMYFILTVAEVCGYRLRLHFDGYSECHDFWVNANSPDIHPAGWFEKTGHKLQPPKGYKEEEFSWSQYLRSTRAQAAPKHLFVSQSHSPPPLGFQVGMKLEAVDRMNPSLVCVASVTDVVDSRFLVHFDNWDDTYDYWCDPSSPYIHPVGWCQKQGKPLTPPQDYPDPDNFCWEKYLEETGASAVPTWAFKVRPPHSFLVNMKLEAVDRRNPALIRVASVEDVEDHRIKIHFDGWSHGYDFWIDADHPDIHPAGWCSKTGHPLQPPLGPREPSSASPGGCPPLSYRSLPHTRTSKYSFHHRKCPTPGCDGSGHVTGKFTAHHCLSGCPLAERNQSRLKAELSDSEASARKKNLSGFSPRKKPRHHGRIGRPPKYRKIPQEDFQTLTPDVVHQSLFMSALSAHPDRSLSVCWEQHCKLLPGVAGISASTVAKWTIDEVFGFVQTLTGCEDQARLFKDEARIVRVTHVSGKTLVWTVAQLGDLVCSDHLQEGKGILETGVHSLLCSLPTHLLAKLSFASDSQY
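L3MBTL1 (50 nM) pre-complexed 30 min with biotinylated H3(1-15)K9me1 peptide (75 nM), then compounds added for 30 min at room temperature; AlphaScreen streptavidin donor/nickel chelate acceptor beads (10 ug/mL final) read after 30 min dark incubation.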
* hit, by the source's call; & = joins results of further samples; [ ] = dose if it differs, or a comment. On the % scale 0 is the no-effect control and ±100 the full control effect; potency means the concentration at half of the fitted maximal effect. The list is partial; rates above refer to the full screens.

SMILES	L3MBTL1 block
CCOC(=O)N1CCN(CC(=O)Nc2ccccc2C(=O)Nc2ccccc2)CC1	-2%
O=C(COC(=O)c1ccc2ncsc2c1)Nc1ccc(OC(F)(F)F)cc1	-1%
CN1CCN(S(=O)(=O)c2cccc(C(=O)NC3CCCC3)c2)CC1	-7%
C=Cn1cc[n+](CC(=O)c2ccc(Br)s2)c1	12%
COC(=O)Cc1coc2cc(OC)ccc12	-6%
C[C@H]1CN([C@@H](C)CO)C(=O)c2cccc(NC(=O)c3ccncc3)c2O[C@H]1CN(C)C(=O)Nc1ccccc1	10%
C[C@H](CO)N1C[C@H](C)[C@@H](CN(C)S(=O)(=O)c2ccccc2)Oc2ccc(NC(=O)C3CC3)cc2C1=O	29%
Cc1cccc(CCNC(=O)c2oc3c(C)c(C)ccc3c2C)n1	4%
Cc1nn(C)c(C)c1NS(=O)(=O)c1cccc(Br)c1	3%
C[C@@]12C(=O)Nc3ccc(F)cc3C(=O)N1[C@H]1c3ccccc3OC[C@@H]1[C@@H]2c1ccccc1	-3%
O=C1CCCC(=NNC(=O)c2cc3ccccc3cc2O)C1	-8%
CC(C)c1cccc(C(C)C)c1NC(=O)CN1C(=O)NC2(CCCCCCC2)C1=O	12%
COCCOC(=O)C1=C(C)NC(=O)NC1c1cccc(F)c1 (configuration not stated)	-12%
COc1ccc(-c2nn(-c3ccccc3)cc2C(=O)N(C)CC(=O)Nc2cccc(F)c2)cc1	-4%
Cc1ccc(N2CCN(S(=O)(=O)c3nnc(NC(=O)c4ccco4)s3)CC2)cc1	9%
O=C(COc1ccc2c3c(c(=O)oc2c1)CCCC3)NC(Cc1ccc(Cl)cc1)C(=O)O (configuration not stated)	-7%
Cn1c(SCc2ccc(F)cc2Cl)nc2ccccc2c1=O	46%[activator]
O=C(COC(=O)c1cccnc1Cl)NC1CCCCCC1	-12%
O=C(c1cnn(Cc2ccccc2)c1)N1CCN(S(=O)(=O)/C=C/c2ccccc2)CC1	-17%
COc1ccc(S(=O)(=O)N2CCC(C(=O)NC(c3nc4ccccc4[nH]3)C(C)C)CC2)cc1 (configuration not stated)	1%
CC(C)c1ccc(-c2csc3nc[nH]c(=O)c23)cc1	-7%[2.29 µM]
Nc1cc(C(=O)OCC(=O)NNC(=O)c2ccccc2F)ccc1Cl	-1%
CC(=O)N1CCCc2ccc(NS(=O)(=O)c3ccccc3)cc21	1%
CCCCC1(C(=O)OC)NC(c2ccc(O)cc2)C2C(=O)N(c3ccccc3)C(=O)C21 (configuration not stated)	-5%[2.29 µM]
Cc1ccc(C(=O)Nc2cccc(C(F)(F)F)c2)cc1NC(=O)c1c[nH]c2cc(C(F)(F)F)ccc2c1=O	-2%
CCN1CCN(C(c2cccs2)C(C)NC(=O)c2cccc(OC)c2)CC1 (configuration not stated)	8%
Cc1ccc2c(c1)C1CN(C)CCC1N2S(=O)(=O)c1ccc(C(C)C)cc1 (configuration not stated)	0%
Cc1cc(C(=O)COC(=O)/C=C/c2cccc(Br)c2)c(C)n1C	-8%
COc1ccc(N2C(=O)CC(N3CCN(c4ccc(Cl)cc4)CC3)C2=O)cc1 (configuration not stated)	1%[2.29 µM]
CC(Nc1ccc(S(=O)(=O)N2CCN(C)CC2)cc1[N+](=O)[O-])c1ccccc1 (configuration not stated)	-3%
CC(=O)Oc1ccc(N(C(C)=O)S(=O)(=O)c2ccc(Cl)cc2)c2ccccc12	18%
CCNC(=O)c1ccc(NC(=O)CC2SC(N3CCCCC3)=NC2=O)cc1 (configuration not stated)	0%
COc1ccc(S(=O)(=O)Nc2cccc3c2O[C@H](CN(C)Cc2ccc(-c4ccccc4)cc2)[C@@H](C)CN([C@H](C)CO)C3=O)cc1	-7%
CCOc1cc(C(=S)N2CCOCC2)ccc1OC(=O)c1cccc(C)c1	-9%
O=C(COc1ccc(S(=O)(=O)N2CCOCC2)cc1)Nc1ccc(Br)cc1	0%
O=C(Nc1ccc(S(=O)(=O)NC2=NCCCCC2)cc1)c1cc(F)c(F)cc1Cl	3%
COc1cccc(NC(=O)CN(C)CC(=O)NCc2ccc(F)cc2)c1	-5%
CC(OC(=O)/C=C/c1cccc(C(F)(F)F)c1)C(=O)NC1CCCCC1C (configuration not stated)	5%
Cc1cc(NC(=O)CSCC(=O)N(C)Cc2cccc(Cl)c2)no1	6%
CCN(CC(=O)NCc1cccs1)C(=O)/C=C/c1cc(Br)ccc1OC(F)F	5%
CCCC[C@@H]1CNCCN1CCc1cccc2ccccc12	-8%
Cc1ccc(C)c(S(=O)(=O)Nc2cc3c4c(c2)CC(=O)N4CCC3)c1	-4%
Cc1ccc(NC(=O)COC(=O)c2ccc[n+]([O-])c2)c(Br)c1	8%
COC(=O)c1ccc(OCC(O)CNC2CCCC2)cc1 (configuration not stated)	1%
Cc1ccc(NS(=O)(=O)c2ccc(C(=O)NCCCN3CCOCC3)cc2)cc1	4%
O=C(OCC(=O)N1CCc2ccccc21)c1ccc([N+](=O)[O-])o1	-3%
CCCCn1c(N)c(N(CC(C)C)C(=O)CCNC(=O)c2ccccc2Cl)c(=O)[nH]c1=O	4%
CC(NC(=O)C1CCN(C(=O)Nc2ccccc2)CC1)c1ccc(Cl)cc1 (configuration not stated)	0%
O=c1cc(-c2ccsc2)oc2cc(-c3ccc4c(c3)OCO4)ccc12	-1%
Cc1cc(C)cc(NC(=O)CN(C)CC(=O)N(CC(C)C)c2c(N)n(CC(C)C)c(=O)[nH]c2=O)c1	0%
O=C(OCC(=O)N1CCCCCC1)c1cnc(Cl)c(Cl)c1	1%
CCC[C@H](CN[C@@H](CNC)[C@H](C)O)NCCc1ccc(OC)cc1	7%
O=C(Oc1cc(Cl)ccc1Cl)C1=CC=CN2CCS(=O)(=O)N=C12	9%
Cn1nc(C(=O)OCC(=O)NCc2ccc(Cl)cc2)c2ccccc2c1=O	2%
CCCOc1ccc(C(F)(F)F)cc1NC(=O)CCc1c(C)noc1C	-4%
O=C(COc1ccc(Cl)cc1)NCc1ccccc1	6%
Cn1c(/C=C/c2ccc(Cl)cc2)nc2ccccc2c1=O	25%
CC(O)c1cc2c(s1)c1cnn(Cc3ccccc3F)c(=O)c1n2C (configuration not stated)	2%
Cc1ccc(CCNS(=O)(=O)c2ccc3c(c2)C(C)(C)C(=O)N3C)cc1	-1%
CCN(C(=O)CSc1nnc(SC)s1)c1c(N)n(Cc2ccccc2)c(=O)[nH]c1=O	3%

(listing goes on)
SMILES	L3MBTL1 block
CC(=O)NS(=O)(=O)c1ccc(NC(=O)c2ccc3c(c2)OCO3)cc1	9%
COc1ccc(C(CNC(=O)c2ccc(-c3nc4ccccc4s3)o2)N2CCCC2)cc1 (configuration not stated)	-5%
COc1ccc(N(C(C)=O)c2nc3ccccc3[nH]2)cc1	0%
Cc1ccc(N(CC(=O)Nc2c(C)cccc2C)S(C)(=O)=O)cc1	-4%
CCN(CC(=O)Nc1c(F)cccc1F)C(=O)Cc1ccsc1	-1%
COC(=O)C1=C(CCc2ccccc2)NC(=O)NC1c1ccc(Br)cc1 (configuration not stated)	-5%
Cc1ccc(Cl)cc1NC(=O)C1C2CCC(O2)C1C(=O)O (configuration not stated)	-3%
CC(Oc1cccnc1[N+](=O)[O-])C(=O)Nc1ccc(Cl)cn1 (configuration not stated)	-1%
CC1CCN(C(=O)c2ccc(N3C(=O)c4ccccc4C3=O)cc2)CC1	18%
Cc1cccc(C(=O)OCC(=O)NC23CC4CC(CC(C4)C2)C3)c1O	10%
Cc1nc(NC(=O)COC(=O)[C@@H](NC(=O)c2ccco2)C(C)C)c(Cl)cc1Cl	2%
COc1ccc(CCC(C)NCCc2ccc(Cl)cc2Cl)cc1 (configuration not stated)	8%
O=C(/C=C/c1ccccc1)NC(=S)Nc1ccccc1	-5%[2.29 µM]
CCOc1ccc(S(=O)(=O)NCC(=O)OCc2nnc(-c3ccccc3)o2)cc1	-2%
CC1Cc2ccccc2N1Cc1cc(=O)c(OCC(=O)NCCc2ccccc2)co1 (configuration not stated)	-14%
Cc1ccc(NC(=O)c2cc3ccccc3o2)cc1Cl	88%[activator]
CC(C)(C)C(=O)Nc1nnc(CCc2ccccc2)s1	15%
COc1ccc(CCNC(=O)c2ccc(S(=O)(=O)N3CCCCC3)cc2)cc1	0%
CCCN(CC(=O)Nc1ccccc1C)C(=O)CSc1ccccc1C	0%
Cc1c(NC(=O)COc2ccc3ccc(=O)oc3c2)c(=O)n(-c2ccccc2)n1C	4%
COc1cccc(CNC(=O)c2cc(S(=O)(=O)N3CCOCC3)ccc2N2CCCC2)c1	-1%
CC(=O)Nc1sc(C)c(C)c1C(=O)OCC(=O)Nc1ccc(S(N)(=O)=O)cc1	-9%
Cc1c([N+](=O)[O-])cc(S(=O)(=O)Nc2ccc(-c3ccc(N4CCCC4)nn3)cc2)cc1[N+](=O)[O-]	-3%
CCN(C(=O)COC(=O)c1ccccc1SCC(=O)N1CCCC1)C1CCS(=O)(=O)C1 (configuration not stated)	10%
COc1ccc(C(CNC(=O)CCNC(=O)c2ccccc2OC)N2CCCC2)cc1 (configuration not stated)	-1%
CN(Cc1nc2ccccc2c(=O)[nH]1)C(=O)C1CC(=O)N(c2cccc3ccccc23)C1 (configuration not stated)	-4%
COc1cccc(-c2ncc3ccccc3c2COC(=O)c2ccc(C(F)(F)F)cc2)c1	7%
CCOc1ccc(-n2nnnc2SCC(=O)Nc2ccc(NC(C)=O)cc2)cc1	6%
COC(=O)C1CCN(C(=O)COC(=O)c2cc(-c3ccccc3)nc3ccc(OC)cc23)CC1	-17%
CCCn1c(=O)c2ccccc2n2c(SCC(N)=O)nnc12	-1%
CCCCN(C(=O)C1CCN(C(=O)c2ccccc2C)CC1)c1c(N)n(CCC)c(=O)[nH]c1=O	-2%
COCCNC(=S)N(CCO)Cc1cc2cc3c(cc2[nH]c1=O)OCCO3	7%
Fc1cccc(CN2CCSCC2)c1	0%
CCOC(=O)c1c(NC(=O)COC(=O)CNC(=O)c2ccc(Cl)cc2Cl)sc(C(=O)N(C)C)c1C	-6%
O=C(NCCc1ccccc1F)C1CCC(=O)N(CCCN2CCCC2=O)C1 (configuration not stated)	4%
CC(C)Oc1ccc(S(=O)(=O)N2CCOCC2)cc1NC(=O)Cc1ccsc1	-1%
Cc1ccc(OCCC(=O)NNC(=O)c2ccc(Br)cc2)cc1	5%
CCN(CC(=O)Nc1c(F)cccc1F)C(=O)Cn1[nH]c(=O)c2ccccc2c1=O	-3%
Cc1ccccc1C(=O)NCC(=O)N1CCN(C/C=C/c2ccccc2)CC1	-5%
COCCn1ccc2c(OCC(=O)Nc3ccccc3OC)cccc2c1=O	-4%
CCOC(=O)C1=C(COC(=O)C2CC(=O)N(c3ccccc3F)C2)NC(=O)NC1C (configuration not stated)	3%
CC(C(=O)N1CCc2ccccc21)N(C)CC(=O)Nc1ccccc1Cl (configuration not stated)	3%
C[C@H](CO)N1C[C@H](C)[C@@H](CN(C)S(=O)(=O)c2cn(C)cn2)Oc2c(NC(=O)Nc3ccc4c(c3)OCO4)cccc2C1=O	2%
O=C(CCNC(=O)c1ccc(Br)cc1)Nc1ccc(S(=O)(=O)N2CCCCC2)cc1	6%
Cc1ccc(C(=O)NNC(=O)c2n[nH]c(=O)c3ccccc23)cc1C	7%
CCOc1ccc(C(=O)CC(C(=O)O)N2CCCCC2)cc1 (configuration not stated)	1%
Cc1cc(C)nc(NNS(=O)(=O)c2c(C)cc(C(C)(C)C)cc2C)n1	-4%
COc1ccc(/C=N/NC(=O)c2cccc(S(=O)(=O)N3CCCC3)c2)cc1O	-2%
CC(=O)c1cccc(-c2csc(N3CCC(C(N)=O)CC3)n2)c1	-7%&-5%
Cc1cccc(C)c1NC(=O)CN(C)CC(=O)N1CC(=O)Nc2ccccc21	1%
COc1ccc(/C(O)=C2/C(=O)C(=O)N(CCCN3CCOCC3)C2c2ccc(N(C)C)cc2)cc1 (configuration not stated)	-2%[2.29 µM]
Clc1cccc(CN2CCCCCC2)c1	-8%
Cn1c(=O)[nH]c(=O)c2c1nc(SCC(O)CO)n2CCCc1ccccc1 (configuration not stated)	-9%
COc1ccccc1CCC(=O)OCC(=O)N1c2ccccc2NC(=O)C1(C)C	0%
c1ccc(-c2cc3ncccc3cn2)cc1	7%
